# From PubChem
# Rad51 HR inh: Rad51 (human) homologous recombination inhibition | 200,000 tested, 0.085% active | hRad51 DNA strand exchange, fluorescence dequenching | Q06609 | AID 1385 | inhibition, % at 10 µM;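 active = inhibition above 40% at the single screening dose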;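 also: 0% = DMSO control wells and 100% = blanks with heterologous ssDNA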
#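 Test system: preformed human Rad51 ssDNA filaments; also added: Donor/quencher-labelled 47-bp dsDNA substrate; doses: 10 µM final, single point; times: 37 °C 15-min filament assembly, 30-min compound preincubation, 15-min exchange; detection: FRET fluorescence dequenching, excitation 485 nm, emission 520 nm; read-out basis: Fluorescence-based percent inhibition, control- and blank-normalised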
# KLK5 inh: kallikrein 5 (human) inhibition; Q9Y337; recombinant hK5, fluorogenic AMC substrate cleavage; inhibition, % at 5 µM; 210,000 tested, 0.59% active;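 active = inhibition of 40% or more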;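 also: 0% = enzyme controls without compound and 100% = no-enzyme blanks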
# FXIIa inh: inhibitors of human coagulation factor XIIa. P00748. purified FXIIa, Boc-QGR-AMC fluorogenic substrate, 2 h. inhibition, % at 5 µM. 220,000 tested, 0.3% active; in the data active = inhibition above about 40%;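 also: 0% = enzyme with no compound and 100% = blank without enzyme; many of its hits are not listed in these tables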
# PERK inh: human PERK inhibition, primary cell-based screen; Q9NZJ5; 220,000 tested, 0.17% active; CHO PERK-DD fusion, SEAP luminescence translation reporter; inhibition, % at 5.6 µM; AID 1416;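 active = inhibition above the mean inhibition of all tested compounds plus 3 SD, set separately per screening campaign, cut at about 2.9% in these data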;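 also: PERK kinase domain activated by AP20187 dimerizer at 100 nM; 0% = DMSO with dimerizer and 100% = rapamycin at 8.4 µM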
# Target sequence (Q9NZJ5 whole entry, looked up, the tested form may be a part): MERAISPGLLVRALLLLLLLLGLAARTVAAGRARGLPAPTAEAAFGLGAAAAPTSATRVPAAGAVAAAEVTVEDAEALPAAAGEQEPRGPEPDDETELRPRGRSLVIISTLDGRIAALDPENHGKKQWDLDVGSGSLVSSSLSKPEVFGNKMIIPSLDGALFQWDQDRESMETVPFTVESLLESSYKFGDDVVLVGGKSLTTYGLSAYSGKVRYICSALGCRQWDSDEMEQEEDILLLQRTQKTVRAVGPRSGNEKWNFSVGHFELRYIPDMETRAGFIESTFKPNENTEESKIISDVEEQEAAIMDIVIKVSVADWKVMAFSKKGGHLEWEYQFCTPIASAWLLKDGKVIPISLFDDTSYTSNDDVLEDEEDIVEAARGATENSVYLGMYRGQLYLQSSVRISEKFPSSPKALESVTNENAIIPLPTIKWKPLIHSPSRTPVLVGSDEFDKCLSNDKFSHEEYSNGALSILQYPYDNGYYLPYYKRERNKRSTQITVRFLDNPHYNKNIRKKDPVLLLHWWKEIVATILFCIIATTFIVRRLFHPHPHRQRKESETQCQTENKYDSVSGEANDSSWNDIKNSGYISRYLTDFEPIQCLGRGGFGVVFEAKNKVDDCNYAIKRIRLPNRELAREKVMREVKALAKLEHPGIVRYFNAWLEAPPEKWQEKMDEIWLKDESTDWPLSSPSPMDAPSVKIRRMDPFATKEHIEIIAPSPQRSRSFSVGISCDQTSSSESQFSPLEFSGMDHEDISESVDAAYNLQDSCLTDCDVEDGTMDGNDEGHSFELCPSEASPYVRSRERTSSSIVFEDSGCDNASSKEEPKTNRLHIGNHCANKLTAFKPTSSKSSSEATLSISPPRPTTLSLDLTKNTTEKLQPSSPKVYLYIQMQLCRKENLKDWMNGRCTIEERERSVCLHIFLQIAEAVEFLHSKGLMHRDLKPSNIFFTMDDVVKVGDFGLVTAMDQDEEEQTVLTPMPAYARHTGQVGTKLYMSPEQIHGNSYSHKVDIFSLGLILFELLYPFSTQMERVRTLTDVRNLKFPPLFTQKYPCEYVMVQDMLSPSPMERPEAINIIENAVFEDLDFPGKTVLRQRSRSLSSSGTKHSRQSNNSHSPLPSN
# Calpain2 inh: calpain II (pig) inhibition; purified calpain II, fluorogenic peptide substrate, 30 min; inhibition, % at 16 µM; AID 1236; 220,000 tested, 0.37% active;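 active = inhibition above about 50%, limit read from the data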
# thrombin 1536: inhibitors of human thrombin. P00734. alpha-thrombin, Boc-VPR-AMC fluorogenic substrate cleavage. inhibition, % at 5 µM. 220,000 tested, 0.26% active. AID 1046;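 active = inhibition at or above 40%; inactive = inhibition below 40%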;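 also: 0% = enzyme with no compound and 100% = wells without enzyme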
#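 Test system: human alpha-thrombin protein / Dosing: one concentration per compound, 5 µM, with 0.2% DMSO / Medium: pH 7.5 Tris-saline with Tween 20 / Benchmarks: no-compound enzyme wells and no-enzyme blanks / Read-out basis: percent inhibition of thrombin substrate cleavage / Timing: reaction at room temperature / Measured by: fluorescence, ex 355 nm, em 460 nm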
# Furin inhibitor: human furin inhibition; 220,000 tested, 0.061% active; AID 463115; purified furin, fluorogenic substrate cleavage; P09958; inhibition, % at 30 µM; in the data active = inhibition above about 25%; also: inactives centre near -15
# FXIa inh 1536: factor XIa (human) inhibition; P03951; purified FXIa, Boc-Glu-Ala-Arg-AMC fluorogenic substrate; inhibition, % at 5 µM; 220,000 tested, 0.14% active;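 active = inhibition of at least 40%; inactive = inhibition below 40%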;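 also: fluorescence of freed AMC excited at 355 nm; 0% = enzyme without compound and 100% = no enzyme blank; many of its hits are not listed in these tables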
# Cl transport mod: modulators of human KCC2 chloride dependent transport; Q9H2X9; KCC2 cells, thallium flux FluoZin-2 fluorescence; B-score of Tl+ flux slope (higher = more flux/activation; lower = inhibition) at 10 µM; 190,000 tested, 2.2% active;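 active = thallium flux slope and its plate-corrected score both differing from the plate sample mean at a set confidence after two filtering rounds, in either direction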;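 also: slope of fluorescence scaled to starting intensity during 10 to 20 s after thallium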
# Active calls of the source: *; x = not tested or not shown; [ ] = another dose, or the depositor's remark. Some of the compounds tested (hit frequency here may not be typical).
SMILES,Rad51 HR inh,KLK5 inh,FXIIa inh,PERK inh,Calpain2 inh,thrombin 1536,Furin inhibitor,FXIa inh 1536,Cl transport mod
Cc1c(N(C)C(=O)C2CCCN2S(=O)(=O)c2ccccc2)c(=O)n(-c2ccccc2)n1C (centres undefined),4,71*,6,0.8,8,104*,-14[20 µM],4,x
O=C1N=C(N2CCOCC2)CS1,2,-2,17,1.3,1,3,-6[20 µM],4,-1.1
CCCOc1ccccc1C1CC(=O)NC(C)=C1C(=O)OCC(C)C (centres undefined),-2,-5,4,-1.2,7,2,-17,-4,-0.44
O=C(Nc1ccc(Cl)cc1)N1CCSc2ccccc21,4,-8,12,0.3,9,4,-10[20 µM],3,-1.6
CN(Cc1cccs1)C(=O)Cn1cnc2cc([N+](=O)[O-])ccc2c1=O,x,-9,12,0.0,-10,4,-24,2,x
Cc1ccc([N+](=O)[O-])cc1NC(=O)C[n+]1ccccc1,3,2,5,0.4,47,x,-32,3,-0.14
COc1ccc(NC(=O)CSc2nc3ccccc3c(=O)n2-c2ccc3c(c2)OCO3)c(OC)c1,0,2,5,0.4,-119,1,-32,-2,-0.82
Cc1nc(NC(=S)NC(=O)c2ccccc2)sc1C(=O)N(C)C,-9,-9,9,-0.3,-1,3,-11[20 µM],4,0.35
Nc1nonc1/C(=N/O)N1CCCC1,-4,-11,13,1.0,0,1,-21,2,0.14
CCCCCc1ccc(CC(=O)Nn2c(C)nc3ccccc3c2=O)cc1,-9,-15,12,-0.5,-10,-6,-14[20 µM],1,x
C=C(C)C(=O)Nc1ccc(NC(C)C)cc1,5,-5,-1,0.9,-4,-6,-31,-6,1.2
Cc1cc(C)n(CC(O)COCc2ccco2)n1 (centres undefined),-7,-5,16,-0.3,-12,2,-17,3,1.2
CC(=O)c1ccc(NC(=O)COC(=O)CCC(=O)c2cccs2)cc1,-5,-5,8,1.1,-2,7,-24,2,-2.6
O=C1CCc2cc(S(=O)(=O)NC(Cc3ccccc3)C(=O)NCC3CCCO3)ccc2N1 (centres undefined),3,-5,2,0.7,19,-1,-22,4,0.12
COc1ccc(-c2noc(CSc3nnc(CCc4ccccc4)n3-c3ccccc3)n2)cc1OC,5,-21,1,-0.5,3,-9,-21[20 µM],-4,-0.013
O=C1C=Cc2ccccc2/C1=C/c1[nH]c(=O)[nH]c1O,-41,-8,3,1.8,-42,-7,-19,2,-1.2
O=C(CCCN1C(=O)c2ccccc2C1=O)N1CCc2ccccc2C1,2,-22,20,-0.2,13,3,-22[20 µM],10,1.5
CC1(C)CC(=O)c2cc(OCC(=O)NCCCN3CCN(c4ccc(F)cc4)CC3)ccc2O1,6,-1,-11,-0.3,-299,-4,-23,-1,x
O=C(NCCCn1ccnc1)C(=O)NCC1OCCN1S(=O)(=O)c1ccc2c(c1)OCCO2 (centres undefined),x,-6,-2,1.5,5,-15,3,-5,2
Cc1ccc(SCCC(=O)NCCSCc2ccco2)cc1,x,x,1,0.9,16,-11,-9,-5,-2.2

# Profiles as entered above. Screens in order: Rad51 HR inh | KLK5 inh | FXIIa inh | PERK inh | Calpain2 inh | thrombin 1536 | Furin inhibitor | FXIa inh 1536 | Cl transport mod
# Listed for C=C(C)C(=O)Nc1ccc(NC(C)C)cc1 : 5 | -5 | -1 | 0.9 | -4 | -6 | -31 | -6 | 1.2
# Listed for Cc1nc(NC(=S)NC(=O)c2ccccc2)sc1C(=O)N(C)C : -9 | -9 | 9 | -0.3 | -1 | 3 | -11[20 µM] | 4 | 0.35

# Continuation.
SMILES,Rad51 HR inh,KLK5 inh,FXIIa inh,PERK inh,Calpain2 inh,thrombin 1536,Furin inhibitor,FXIa inh 1536,Cl transport mod
CC(C)CC(NC(=O)c1ccccc1)C(=O)N/N=C/c1ccco1 (centres undefined),21,-10,4,-0.2,1,-3,-25,-3,0.005
CCOc1ccc(N2C(=O)CC(SCCN)C2=O)cc1 (centres undefined),5,-13,12,0.8,11,1,-18,-5,1.4
COc1ccc(N2C(=O)C3C(C2=O)C3(c2ccccc2)c2ccccc2)cc1 (centres undefined),-4,1,11,-1.8,26,2,-6,4,-2.7
COc1ccc(N(CC(=O)Nc2ccc3c(c2)OCCO3)S(=O)(=O)c2cccnc2)cc1,3,-23,11,-1.9,-19,-4,-20,5,-0.84
c1sc2[n+](c1C13CC4CC(CC(C4)C1)C3)CCS2,6,-15,8,1.3,-3,-7,-25,0,x
CCC1CCCCN1Cc1ccc(CNS(=O)(=O)c2ccc3c(c2)oc(=O)n3C)o1 (centres undefined),-18,1,8,-1.4,5,-2,-12,2,-0.31
CC(C)COC(=O)C1C2C=CC3(CN(C(C)c4ccc(Br)cc4)C(=O)C13)O2 (centres undefined),-1,-8,6,-0.8,-4,-1,-10,-2,-0.65
N/C(=C/C(=O)c1ccccc1O)C(F)(F)F,0,-5,14,1.5,-8,0,-13,9,-1
CCOC(=O)c1c(-c2ccccc2)csc1NC(=O)C(C)NCCCN1CCOCC1 (centres undefined),12,-4,5,-0.4,-45,-17,-23,-5,1.2
COc1ccccc1N1CCN(C(=O)c2sc3nc(-c4ccc(F)cc4)cn3c2C)CC1,x,-19,10,0.1,-43,-4,-17,6,-1.3
CCOc1ccc(/C(CCC(=O)O)=N/NC(=S)NC(C)C)cc1,-19,-2,6,0.0,-6,1,-14,0,-0.33
Cn1c(=O)c2c(nc(N/N=C/c3cccs3)n2C)n(C)c1=O,14,-7,9,0.6,2,-4,13,4,1.3
Cc1ccc(C(=S)N2CCN(Cc3ccccc3)CC2)s1,6,-7,-6,-0.5,3,-4,-14,-5,-2.9
Cc1ccc(CNC(=O)C2CCCN(S(=O)(=O)c3c(C)n[nH]c3C)C2)cc1 (centres undefined),2,-14,-6,-0.7,-11,-5,-16[20 µM],8,x
COC(=O)c1sc2cc(C(F)(F)F)cnc2c1-c1ccccc1,-5,0,-8,0.7,22,-5,-29[20 µM],-15,x
O=C(CN1C(=O)CC(c2ccccc2)=Nc2ccccc21)NCc1ccco1,-7,-12,2,-1.0,-26,-5,-6[20 µM],-4,0.36
Cc1c(N=C2SC(CC(=O)Nc3ccccc3)C(=O)N2CCN2CCOCC2)c(=O)n(-c2ccccc2)n1C (centres undefined),x,1,10,-0.3,3,1,-9,-1,0.67
O=C(NCC1CCCO1)c1sc2ccccc2c1Cl (centres undefined),x,-6,0,0.4,6,-6,-20,-5,-1.1
O=C(NNc1ncnc2sccc12)c1ccc(Cl)cc1,13,6,11,-0.5,-11,4,-18,6,0.28
CCCCN(C)CCNC(=O)c1ccc(Cn2c(=S)[nH]c3ccc(Br)cc3c2=O)cc1,-3,-4,5,0.7,-10,7,-18,-9,3.9
Cc1ccsc1C1NC(=O)c2c(sc3c2CCCC3)N1 (centres undefined),6,-24,7,-0.6,41,1,-14,5,1.6
CC(Sc1nc(-c2ccccc2)cc(C(F)(F)F)n1)C(=O)N1CCCCC1 (centres undefined),-4,5,16,-0.2,24,-4,-11[20 µM],4,-0.098
O=c1c2ccccc2ncn1CCOc1ccccc1[N+](=O)[O-],1,1,5,0.7,37,0,-13,1,1.8
O=C(COc1ccc([N+](=O)[O-])cc1)N(Cc1ccccc1)Cc1ccccc1,-1,-17,13,-0.6,22,-7,-4,5,0.012
O=C(Cc1cccs1)Nc1cccc(C(=O)Nc2ccc(C(=O)O)cc2)c1,-1,14,15,0.3,15,8,-11,7,0.34
O=C(NC1CCCC1)C(c1ccc(Cl)cc1)N1CCc2ccccc21 (centres undefined),-5,-1,14,0.2,-22,3,-13,5,-1.4
CC1(C)OC(=O)C(=Cc2ccc(-c3ccc(S(N)(=O)=O)cc3)o2)C(=O)O1,2,-1,4,1.1,-94,-11,-1,-2,0.013
CC(O)CNCc1ccccc1C(F)(F)F (centres undefined),x,11,8,0.5,-20,-4,-28,-3,0.13
CC(=O)N1CCN=C1SCc1ccccc1,-2,-3,1,-1.0,-15,2,-31,2,x
CCOC(=O)c1cc(NC(=O)c2cnccn2)cc(C(=O)OCC)c1,0,-20,18,0.4,-8,2,-11[20 µM],4,0.48
CCOCCCNC(=O)C(NC(=O)CNC(C)=O)c1ccc(C)cc1 (centres undefined),4,-23,-3,0.2,-44,-7,-19[20 µM],-1,-0.23
CCN1CCN(Cc2ccc(NC(=O)CC3Oc4ccc(C)cc4NC3=O)cc2)CC1 (centres undefined),0,-1,7,0.5,-4,-2,-34,2,x
O=C(c1ccc(CN2CCc3ccccc3C2)cc1)N1CCc2ccccc2C1,x,0,19,0.3,-4,3,-13[20 µM],1,-1.1
COc1cc(/C=C(\C#N)c2nc3ccccc3[nH]2)ccc1Oc1ccc([N+](=O)[O-])cn1,-14,-13,17,-1.0,-36,1,-10[20 µM],3,0.22
CC(=O)c1cccc(NC(=O)N2C3CCC2CC(O)(c2cccnc2)C3)c1 (centres undefined),-9,-7,9,0.6,-43,-1,-22[20 µM],1,-0.93
CCOCCCNC(=O)C(Cc1ccccc1)NC(=O)c1ccco1 (centres undefined),6,-4,-11,0.5,12,-8,-26[20 µM],-16,-0.042

# Looked up above.
# Cl transport mod, COc1ccc(-c2noc(CSc3nnc(CCc4ccccc4)n3-c3ccccc3)n2)cc1OC stands at -0.013
# Cl transport mod, O=C(NNc1ncnc2sccc12)c1ccc(Cl)cc1 stands at 0.28
# FXIIa inh, Cc1ccc(SCCC(=O)NCCSCc2ccco2)cc1 stands at 1

# Reformatted with each value named: entries from further up
> COc1cc(/C=C(\C#N)c2nc3ccccc3[nH]2)ccc1Oc1ccc([N+](=O)[O-])cn1
  Rad51 HR inh: -14
  KLK5 inh: -13
  FXIIa inh: 17
  PERK inh: -1.0
  Calpain2 inh: -36
  thrombin 1536: 1
  Furin inhibitor: -10[20 µM]
  FXIa inh 1536: 3
  Cl transport mod: 0.22
> CC(=O)c1cccc(NC(=O)N2C3CCC2CC(O)(c2cccnc2)C3)c1 (centres undefined)
  Rad51 HR inh: -9
  KLK5 inh: -7
  FXIIa inh: 9
  PERK inh: 0.6
  Calpain2 inh: -43
  thrombin 1536: -1
  Furin inhibitor: -22[20 µM]
  FXIa inh 1536: 1
  Cl transport mod: -0.93

# Two of the compounds above, with each value named.
mol: COc1cc(/C=C(\C#N)c2nc3ccccc3[nH]2)ccc1Oc1ccc([N+](=O)[O-])cn1
  Rad51 HR inh: -14 | KLK5 inh: -13 | FXIIa inh: 17 | PERK inh: -1.0 | Calpain2 inh: -36 | thrombin 1536: 1 | Furin inhibitor: -10[20 µM] | FXIa inh 1536: 3 | Cl transport mod: 0.22
mol: CC(O)CNCc1ccccc1C(F)(F)F (centres undefined)
  Rad51 HR inh: x | KLK5 inh: 11 | FXIIa inh: 8 | PERK inh: 0.5 | Calpain2 inh: -20 | thrombin 1536: -4 | Furin inhibitor: -28 | FXIa inh 1536: -3 | Cl transport mod: 0.13
